FXIIa inh: factor XIIa (human) inhibition; P00748; purified FXIIa, Boc-QGR-AMC fluorogenic substrate, 2 h; inhibition, % at 5 µM; 220,000 tested, 0.3% active; AID 800; in the data active means inhibition above about 40%;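 further: 0% = enzyme with no compound and 100% = blank without enzyme; many of its hits are not listed in these tables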
PPC-1+TRAIL kill: PPC-1 cancer cell killing with TRAIL present | PPC-1 cells + TRAIL, ATPLite viability luminescence | cell killing (% activity), % at 4 µM | 220,000 tested, 0.41% active | AID 1443;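 active means cell killing above 50% in the first pass at 4 µM, then a duplicate retest at 5 µM averaging 50% or more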;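 further: plate controls were cells with TRAIL plus DMSO for no effect and medium-only wells lacking cells for full effect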
TNF death inh: inhibitors of TNF-alpha induced necroptosis in Jurkat FADD-/- cells; Jurkat FADD-/- TNF necroptosis rescue, ATP luminescence, 24 h; 0 = TNF only, 100 = no-TNF cells; activation (protection from cell death), % at 10 µM; 220,000 tested, 0.068% active;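 active means activation, meaning protection from cell death, of at least 50% relative to plate controls; inactive means activation below 50%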;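 further: necroptosis triggered by 40 ng/mL TNF-alpha added together with compound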
CHOP inhibitor: CHOP inhibition in unfolded protein response; inhibition, % at 10 µM; CHO-K1 CHOP-promoter luciferase, tunicamycin-induced, 15-18 h; 220,000 tested, 3.8% active;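 active means compounds that reduced the stress-induced luciferase reporter signal by more than about 70% of percent inhibition, limit read from the data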;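 further: 0% = tunicamycin plus vehicle and 100% = wells without tunicamycin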
FXIa inh: factor XIa (human) inhibition | purified FXIa, Boc-Glu-Ala-Arg-AMC fluorogenic substrate | inhibition, % at 5 µM | AID 798 | 220,000 tested, 0.14% active;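 active means inhibition of at least 40%; inactive means inhibition below 40%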;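 further: fluorescence of freed AMC excited at 355 nm; 0% = enzyme without compound and 100% = no enzyme blank; many of its hits are not listed in these tables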
Target sequence (P03951 19-387 limits assumed): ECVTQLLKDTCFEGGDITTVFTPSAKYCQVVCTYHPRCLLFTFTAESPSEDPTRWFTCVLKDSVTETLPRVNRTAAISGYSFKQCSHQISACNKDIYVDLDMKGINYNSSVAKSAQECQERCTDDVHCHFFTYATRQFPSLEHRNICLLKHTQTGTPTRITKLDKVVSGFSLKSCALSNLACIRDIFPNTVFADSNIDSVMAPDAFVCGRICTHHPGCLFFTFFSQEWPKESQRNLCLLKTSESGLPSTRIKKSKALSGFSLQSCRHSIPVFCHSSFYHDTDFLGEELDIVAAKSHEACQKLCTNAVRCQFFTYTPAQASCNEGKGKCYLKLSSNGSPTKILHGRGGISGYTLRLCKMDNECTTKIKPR
Target sequence (P03951 388-625 limits assumed): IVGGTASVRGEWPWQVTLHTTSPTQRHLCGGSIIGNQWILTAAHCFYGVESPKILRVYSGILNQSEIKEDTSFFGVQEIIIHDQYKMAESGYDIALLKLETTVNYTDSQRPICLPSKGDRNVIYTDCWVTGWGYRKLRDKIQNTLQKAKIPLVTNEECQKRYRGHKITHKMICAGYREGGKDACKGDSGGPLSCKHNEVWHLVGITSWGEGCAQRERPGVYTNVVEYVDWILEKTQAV
Wee1 degr inh: human Wee1 degradation inhibition, primary screen; P30291; HeLa Luc-Wee1K328M stability, luciferase luminescence; 100% = proteasome inhibitor MG132 effect; reporter increase, % at 5 µM; 220,000 tested, 1.2% active; AID 1321;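 active means activation above the mean of all tested compounds plus 3 SD, set per screening run, cut at about 8.8% in these data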;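 further: cells exposed to compound for 20 h before luminescence read; 0% = DMSO alone and 100% = MG132 at 30 µM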
Tb hexokinase: blocks Trypanosoma brucei hexokinase 1 activity | recombinant TbHK1, G6PDH-coupled NADH A340 | inhibition, % at 10 µM | 220,000 tested, 0.11% active;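 active means inhibition of 50% or more in the single-dose primary screen; inactive means inhibition below 50%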
EP2 antag: inhibitors of human EP2 prostaglandin E2 receptor. 260,000 tested, 0.52% active. inhibition, % at 25 µM. P43116. AID 1422. C6 glioma cells expressing human EP2, cAMP TR-FRET; cells stimulated with saturating PGE2;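 active means percent inhibition above 40 after rounding to a whole number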;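 further: rat C6 glioma host cells with rolipram phosphodiesterase inhibitor present; the protocol text gives 20 µM as final concentration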
Target sequence (P43116 whole entry, looked up): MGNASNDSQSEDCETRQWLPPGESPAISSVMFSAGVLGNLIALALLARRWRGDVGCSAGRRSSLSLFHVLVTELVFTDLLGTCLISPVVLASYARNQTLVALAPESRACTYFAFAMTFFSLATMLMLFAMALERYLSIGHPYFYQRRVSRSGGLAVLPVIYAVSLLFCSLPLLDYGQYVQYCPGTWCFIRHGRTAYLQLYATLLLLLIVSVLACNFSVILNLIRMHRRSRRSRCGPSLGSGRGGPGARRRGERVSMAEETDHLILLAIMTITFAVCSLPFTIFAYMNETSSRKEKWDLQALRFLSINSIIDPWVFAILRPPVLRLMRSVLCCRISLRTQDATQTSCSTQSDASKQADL
zVAD death inh: blocks zVAD induced death of L929 cells; L929 zVAD necroptosis rescue, ATP luminescence, 24 h; with zVAD 60 µM; 220,000 tested, 0.38% active; viability rescue, % at 10 µM;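 active means activation, scaled between plate controls, above about 75%, limit read from the data; inactive means activation under that limit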;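 further: 0% = zVAD with DMSO and 100% = DMSO alone without zVAD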
Active calls of the source: *; . = no result given; & = joins results of further samples. An excerpt. The share of hits here may be higher or lower than overall.

SMILES	FXIIa inh	PPC-1+TRAIL kill	TNF death inh	CHOP inhibitor	FXIa inh	Wee1 degr inh	Tb hexokinase	EP2 antag	zVAD death inh
COc1ccc(Cn2c(N)c(S(=O)(=O)c3cccs3)c3nc4ccccc4nc32)cc1	7.7	11.4	-3.2	34.2	-0.1	-2.9	-18.6	4.5	0.0
Cc1ccc(NC2SC(=O)N(Cc3cccc(C(=O)O)c3)C2=O)cc1 (stereo not given)	-1.6	26.1	1.0	7.9	-0.5	3.8	1.7	8.3	-0.2
COc1cc(NS(=O)(=O)c2ccc(NC(=S)NC(=O)C3CCCC3)cc2)nc(OC)n1	19.5	24.2	2.2	7.6	4.9	-1.1	2.3	15.2	-0.1
O=C(CSc1c2c(nc3cc(Cl)ccc13)CCCC2)NCCCN1CCOCC1	5.1	7.9	0.5	-46.0	-0.8	3.4	-2.9	0.0	0.6
COCCNC(=O)C(c1ccc(C)o1)N(C(=O)c1snc(C(N)=O)c1N)c1cccc(C)c1 (stereo not given)	18.2	13.7	-1.3	20.0	1.7	1.4	-1.6	19.5	0.2
O=C(CCCCn1c(=O)c2ccccc2n(Cc2ccc(Cl)cc2)c1=O)NCc1ccco1	-18.1	-9.3	-1.0	26.8	-7.5	-1.6	-4.3	6.9	0.1
CC(=O)Nc1ccc(NC(=O)CSCc2cnn(-c3ccccc3)c2-n2cccc2)cc1	-2.4	10.2	0.0	-9.3	3.1	7.0	17.6	3.0	-0.1
Cc1cc(C)nc(N2CCC(C(=O)Nc3cccc(C(F)(F)F)c3)CC2)n1	-11.3	2.0	0.0	.	-14.7	0.3	-4.6	1.4	0.6
Cc1cc(C)c(S(=O)(=O)N(CC(=O)NCc2cccnc2)C2CCCCC2)c(C)c1	20.0	37.5	-1.4	43.6	2.9	1.4	-1.8	4.9&12.8	0.6
COC(=O)c1ccccc1NC1c2ccccc2C(=O)N1c1cccnc1 (stereo not given)	8.3	28.4	-1.5	-19.1	1.3	0.2	-6.1	6.6	-0.2
CC1(C)Cc2c(C#N)c(N3CCOCC3)nc(-c3ccccc3)c2CO1	-11.8	20.0	-2.1	11.6	-11.2	-2.5	-10.1	6.6	0.0
CC(C(=O)NCc1ccc2c(c1)OCO2)N(c1ccccc1)S(C)(=O)=O (stereo not given)	-4.1	12.0	0.2	-13.4	-2.4	-0.8	4.5	4.9	-0.3
O=C(NCC1CCCO1)c1cccc(NC(=O)c2ccco2)c1 (stereo not given)	13.7	-1.1	-1.3	5.5	1.3	0.4	1.2	5.3	1.4
Cc1ccccc1N1CCN(Cc2c[nH]c3ccccc23)CC1	47.6*	11.6	3.3	35.5	20.2	-0.5	4.8	13.6	1.1
CSC1=NS(=O)(=O)c2c(C)nn(C)c2S1	6.3	-7.4	-7.8	-31.3	8.6	2.2	0.4	16.5	0.7

Sorted by SMILES length (high to low): some entries from above.
SMILES	FXIIa inh	PPC-1+TRAIL kill	TNF death inh	CHOP inhibitor	FXIa inh	Wee1 degr inh	Tb hexokinase	EP2 antag	zVAD death inh
Cc1cc(C)nc(N2CCC(C(=O)Nc3cccc(C(F)(F)F)c3)CC2)n1	-11.3	2.0	0.0	.	-14.7	0.3	-4.6	1.4	0.6
COC(=O)c1ccccc1NC1c2ccccc2C(=O)N1c1cccnc1 (stereo not given)	8.3	28.4	-1.5	-19.1	1.3	0.2	-6.1	6.6	-0.2
Cc1ccccc1N1CCN(Cc2c[nH]c3ccccc23)CC1	47.6*	11.6	3.3	35.5	20.2	-0.5	4.8	13.6	1.1

Additional structures
SMILES	FXIIa inh	PPC-1+TRAIL kill	TNF death inh	CHOP inhibitor	FXIa inh	Wee1 degr inh	Tb hexokinase	EP2 antag	zVAD death inh
O=C(O)c1[nH]c2ccccc2c1C=NCc1ccccc1Cl	10.4	18.9	-0.4	-2.0	0.1	3.5	-18.7	12.8	4.2
O=C(NNC(=O)c1ccccc1C(=O)O)c1ccc(O)cc1	16.8	17.7	-0.9	-3.1	11.0	1.1	7.2	3.8	0.5
CN1C(=O)/C(=C\c2cc(Br)cs2)c2ccccc21	-3.5	6.9	0.1	-16.9	25.0	-1.9	-8.0	8.4	-0.8
O=C(CN(c1ccc(Cl)c(C(F)(F)F)c1)S(=O)(=O)c1ccccc1)N1CCOCC1	-2.3	13.8	-5.4	26.2	5.1	0.1	0.7	12.2	-0.1
CCOC(=O)c1cc(-c2ccc(Cl)s2)[nH]n1	10.3	-14.1	-0.7	-5.3	0.8	-0.2	-2.5	0.0	0.3
CCCCOc1ncnc2c1[nH]c1ccc(C)cc12	6.2	28.5	-19.2	56.8	10.7	0.5	30.4	4.5	1.0
COc1cc(NC(=S)NCCCO)c(OC)cc1Cl	10.3	-3.6	-0.4	-4.6	0.8	-0.3	-2.4	2.9	-0.3
Cc1nnc2sc(-c3ccc(NC(=O)c4ccc(-c5ccc(Cl)cc5Cl)o4)cc3)nn12	.	.	-0.1	.	.	-0.8	-38.7	13.8	0.6
CCCCCn1cnc2c(sc3nc4c(cc32)CSC(C)(C)C4)c1=O	8.2	2.3	1.2	8.5	2.9	-1.4	-6.2	11.0	2.9
COC(=O)c1sc(NC(=O)CC(C)C)c(C(=O)OC)c1C	5.5	9.5	1.6	52.9	4.1	-2.5	-2.7	8.6	0.5
COc1ccc(C(=O)Nc2nc3ccccc3[nH]2)cc1S(=O)(=O)N1CCOCC1	2.0	17.8	2.7	0.9	-5.5	0.3	-6.0	3.3	5.4
O=S(=O)(Nc1nc2ccccc2nc1NCC1CCCO1)c1cccs1 (stereo not given)	18.7	2.1	-0.4	19.6	-0.8	-3.6	-14.4	26.4	0.1
COc1ccc(CC(=O)N2CCC(Nc3nc4ccccc4n3Cc3ccc(F)cc3)CC2)cc1	24.2	11.7	-1.0	36.3	6.8	2.4	-17.8	24.1	0.0
CCc1ccccc1N1CC23C=CC(O2)C(C(=O)OCC(C)C)C3C1=O (stereo not given)	0.6	21.0	-0.8	2.9	-12.5	2.7	-4.6	10.1	-0.2
O=C1C2ON(c3ccccc3)C(c3ccncc3)C2C(=O)N1c1ccc(Br)cc1 (stereo not given)	10.4	1.6	0.0	-8.8	-1.6	3.7	-8.3	13.7	0.3

Some of the entries so far, as labelled records.
smiles: CCc1ccccc1N1CC23C=CC(O2)C(C(=O)OCC(C)C)C3C1=O (stereo not given)
  FXIIa inh = 0.6 | PPC-1+TRAIL kill = 21.0 | TNF death inh = -0.8 | CHOP inhibitor = 2.9 | FXIa inh = -12.5 | Wee1 degr inh = 2.7 | Tb hexokinase = -4.6 | EP2 antag = 10.1 | zVAD death inh = -0.2
smiles: O=C1C2ON(c3ccccc3)C(c3ccncc3)C2C(=O)N1c1ccc(Br)cc1 (stereo not given)
  FXIIa inh = 10.4 | PPC-1+TRAIL kill = 1.6 | TNF death inh = 0.0 | CHOP inhibitor = -8.8 | FXIa inh = -1.6 | Wee1 degr inh = 3.7 | Tb hexokinase = -8.3 | EP2 antag = 13.7 | zVAD death inh = 0.3

Following part.
SMILES	FXIIa inh	PPC-1+TRAIL kill	TNF death inh	CHOP inhibitor	FXIa inh	Wee1 degr inh	Tb hexokinase	EP2 antag	zVAD death inh
CC(C)(C)c1nnc(NC(=O)CS(=O)(=O)Cc2ccccc2)s1	1.5	25.4	0.5	-12.4	-1.8	-0.9	1.3	8.0&4.7	0.0
Cc1[nH]nc2c1C(c1cccs1)C(C#N)=C(N)O2 (stereo not given)	6.1	8.4	-0.9	9.0	0.9	1.2	-20.6	6.8	1.1
CCCCn1c(-c2sccc2C)n[nH]c1=S	8.2	8.3	-0.8	-15.9	-2.4	-2.8	-3.6	8.2	15.2
CNc1oc(Cc2ccccc2)nc1S(=O)(=O)c1ccccc1	12.6	34.7	-0.3	-22.9	3.8	2.2	12.8	.	-0.2
Cc1ccc2[nH]c3c(c2c1)CN(C(=O)CN(C)CC1OCCO1)CC3	11.9	12.4	-0.4	-7.8	2.7	2.8	-1.6	2.5	-0.2
CCC(C)(c1ccc(C(=O)OC)s1)c1ccc(C(=O)OC)s1	4.7	0.0	-4.0	59.4	5.8	-0.2	5.0	7.1	0.9
Cc1noc(/C=C/N(C)C)c1S(=O)(=O)N1CCCC(C(=O)Nc2ccc3c(c2)OCO3)C1 (stereo not given)	4.1	-6.8	-1.1	16.4	-6.4	7.8	-35.7	8.8	1.1
Nc1nc(SCC(=O)N2CCN(S(=O)(=O)c3ccc(Cl)cc3)CC2)n[nH]1	2.2	9.7	-0.1	-10.6	-3.8	-1.2	-3.5	3.0	1.3
COC(=O)c1ccc(-n2cncn2)c(F)c1	-2.0	26.1	-1.5	16.6	-0.1	1.1	-1.4	4.0	-0.1
COC(=O)C1=C(N)OC2=C(C(=O)CC(C)(C)C2)C1c1ccccc1OC (stereo not given)	33.0	1.3	-0.4	20.9	33.9	1.2	10.8	10.6	-1.1
C=CCCN([C@@H](C)C(=O)OC)S(=O)(=O)c1ccccc1Br	4.3	-10.7	1.9	6.7	0.2	.	-3.3	5.2	1.3
Cc1cc(NC(=O)CSc2nc(CCC3CCCC3)nc3ccccc23)no1	13.4	7.8	0.8	53.2	-11.7	-2.4	1.9	6.1	1.4
Cc1[nH]n(-c2ccccc2)c(=O)c1C=NC1CCCCCC1	3.8	20.2	3.0	3.4	-2.5	-0.2	-11.5	3.8	79.5*
CC1CCCN(C(=O)CSc2cnc3ccccc3n2)C1 (stereo not given)	10.1	22.3	1.8	-23.4	-1.8	0.2	-17.4	16.3	1.4
Oc1ccc(C=NC2CCCCC2)cc1	6.2	25.2	1.0	17.0	-0.4	-0.3	-47.6	2.5	-0.1
OC(COCc1ccccc1)CN1CCN(Cc2ccc3c(c2)OCO3)CC1 (stereo not given)	15.3	-3.2	-0.4	13.0	5.4	1.3	9.8	2.2	-0.3
N#CCC(=O)N/N=C/c1ccc(OS(=O)(=O)c2ccccc2)cc1	10.2	9.9	-3.1	29.6	1.4	-0.1	3.4	6.8	0.1
CN1CCN(c2nc(-c3cccs3)cc(C(F)(F)F)n2)CC1	11.9	15.1	0.3	69.5	-0.5	3.0	-1.1	8.4	2.2
CCCCC1=CC2=CC(=O)C(C)(OC(=O)CC)C(=O)C2=CN1Cc1ccccc1 (stereo not given)	8.0	6.3	-0.7	-14.9	1.5	.	-50.5	17.3	0.5
CNc1ccc([N+](=O)[O-])cc1C(=O)O	2.0	-10.0	-0.1	-14.2	-2.3	-2.1	-27.3	6.9	1.7
N#Cc1ccc(CO/N=C/c2ccccc2)cc1	8.2	6.3	1.0	15.0	12.4	4.2	4.6	2.8	-0.6
CCNc1c([N+](=O)[O-])c(=O)n(CC)c2ccccc12	3.1	2.4	2.6	13.4	0.0	1.3	-9.3	9.9	0.6
CCOC(=O)c1cc2c(=O)n3ccccc3nc2n(C(C)C)c1=NC(=O)c1ccco1	6.3	5.7	-1.3	-0.3	21.9	4.4	-10.4	12.5	0.4
CC1CCCCC1NC(=O)C(Cc1ccccc1)NS(=O)(=O)c1cccs1 (stereo not given)	2.5	5.1	1.9	22.3	23.9	-3.4	-3.5	9.8	-0.1
CCn1ccnc1CNC(=O)CC1C(=O)NCCN1Cc1ccc(OC)cc1OC (stereo not given)	2.6	19.5	0.9	7.0	-1.7	0.7	-5.5	3.0	-0.1
COc1ccccc1N1CCN(C(=O)c2cc3c(-c4ccc(Cl)cc4)nn(C)c3s2)CC1	9.2	14.3	0.2	31.7	4.3	-0.8	-21.2	11.5	1.2
CC1(C(=O)Nc2ccccc2)Cc2ccccc2C(=O)O1 (stereo not given)	3.7	-1.3	0.3	-0.5	-3.7	2.3	-10.4	6.5&8.0	-0.5

High-throughput results as filed in PubChem.
